High-throughput results: PubChem BioAssay, several laboratories
NOD2 inhibition: NOD2 signaling inhibitors, cell-based, luminescence, uHTS, HEK293 (AID 1566); HEK293 NOD2/NF-kB luciferase reporter, luminescence; higher % means a stronger effect; inhibition, % at 4 µM, or EC50 in µM where a hit was titrated; actives 0.63% (n = 290,000); note: many of its hits are not listed in these tables
M17LAP inhibition: P. falciparum M17LAP inhibitors, primary screen, biochemical, fluorogenic H-Leu-NHMec substrate, 1536-well (AID 1619). recombinant M17LAP, H-Leu-NHMec fluorogenic kinetic assay; higher % means a stronger effect. inhibition, % at 30 µM, or IC50 in µM where a hit was titrated. actives 0.38% (n = 220,000);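 active = compound inhibiting the enzyme by more than half at any dose during confirmatory dose-response retesting; inconclusive = strong single-dose inhibitors picked by rank but not retested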;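 note: plate controls were full reaction with DMSO carrier for no effect and no enzyme background for full effect; strong numbers were not always called active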
M1AAP inhibition: malaria alanyl aminopeptidase activity blockers – biochemical, fluorogenic H-Leu-NHMec substrate, 1536-well (AID 1445); actives 0.42% (n = 220,000); inhibition, % at 30 µM; hits with a dose series show IC50 in µM; recombinant M1AAP, H-Leu-NHMec fluorogenic kinetic assay; higher % means a stronger effect;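 active = primary inhibition above the hit cutoff, then over 50% inhibition at one or more dose response concentrations, cut at about 23% in these data, passing the limit was not always enough; inconclusive = conflicting primary data, or primary hits not chosen for dose response; inactive = low primary inhibition, or under 50% at every dose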;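 note: plate controls were DMSO full reaction for no effect and no enzyme background for full effect; strong numbers were not always called active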
Dynein cargo inh: blocks dynein driven cargo transport along microtubules; 3617.4 mouse cells, GR-EGFP nuclear translocation imaging; test concentration mostly 20 µM; stimulated with dexamethasone, 1 µM; stronger effect = lower value; z-score, hits read low; actives 0.47% (n = 220,000);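 active = plate z-score of nuclear minus cytoplasmic receptor signal below a set negative limit, without overly bright fluorescence or cell loss, cut at about -3.5 in these data, passing the limit was not always enough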;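 note: z-score of nuclear minus cytoplasmic ring GR-EGFP intensity difference per well; some compounds called inactive have numbers as strong as hits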
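Schedule: 48 h induction, then 1 h compound, then 30 min agonist, 37 °C. Buffer or medium: tetracycline-free induction medium containing charcoal-stripped FBS. Reagent: 1.0 µM final dexamethasone stimulus. Evaluation: nuclear versus cytoplasmic GR-EGFP signal, averaged per well. Signal: high-content fluorescence imaging after fixation.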
AID2073: inhibitors of Mint1-CaV2.2 protein interaction, biochemical, HTRF (AID 2073); HTRF protein-protein interaction, Mint1-CaV2.2; higher % means a stronger effect; one-dose inhibition, % at 20 µM; IC50 in µM for titrated hits; actives 0.19% (n = 290,000); in the data active = inhibition mostly above about 51%, no sharp cut-off; inconclusive = no clear call, values can overlap the other calls; inactive = mostly below about 53%; note: some results filed as inactive read as strong as hits
NOD1 inhibition: inhibition of NOD1-driven NF-kB reporter – cell-based, luminescence, uHTS, primary screen (AID 1578) | inhibition, % at 4 µM, or EC50 in µM where a hit was titrated | NOD1-driven NF-kB luciferase reporter cells, luminescence; higher % means a stronger effect | actives 1% (n = 290,000); in the data active = inhibition mostly above about 36%, no sharp cut-off; inactive = mostly below about 34%;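 note: HEK-293T reporter cells stimulated with the NOD1 agonist gamma-tri-DAP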
GPR55 activation: selective activators of receptor GPR55 – imaging, U2OS cells, beta-arrestin-GFP redistribution, primary screen (AID 1961); U2OS GPR55 beta-arrestin-GFP redistribution imaging; higher % means a stronger effect; activation, % at 10 µM, or EC50 in µM where a hit was titrated; actives 0.048% (n = 290,000);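 active = activation above 40% with more than 50 cells counted in the well; inconclusive = wells holding fewer than 50 cells, flagged as toxic or sparse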;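 note: U2OS osteosarcoma cells stably expressing GPR55 and beta-arrestin-GFP; plate controls were DMSO negative control for no effect and LPI positive control for full effect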
KOR beta-arrestin-1: KOR antagonists, beta-arrestin recruitment, cell-based, luminescence, uHTS (AID 1778) | KOR beta-arrestin recruitment, luminescence, antagonist mode; higher % means a stronger effect | inhibition, % at 10 µM, or IC50 in µM where a hit was titrated | actives 0.091% (n = 290,000); note: strong numbers were not always called active
KOR beta-arrestin-2: kappa opioid receptor activators – cell-based, luminescence, uHTS, primary screen (AID 1777); actives 0.02% (n = 280,000); KOR beta-arrestin recruitment, luminescence; higher % means a stronger effect; one-dose activation, % at 10 µM; EC50 in µM for titrated hits; in the data active = activation above about 50%, passing the limit was not always enough; note: a part of the inactive calls stands beside numbers as strong as those of hits
Dynein cargo inh cytoplasmic EGFP: second read-out of Dynein cargo inh, no call of its own (marks repeat the call); z-score; measured here: cytoplasmic GR-EGFP intensity; stronger effect = higher value
Dynein cargo inh nuclear GR-EGFP: further read-out of Dynein cargo inh, marked with its call; z-score; measured here: nuclear GR-EGFP intensity;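 lower value marks the stronger effect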
Dynein cargo inh cell count: further read-out of Dynein cargo inh, marked with its call; z-score; measured here: cell count per field
An asterisk follows results filed as active; ? = inconclusive; / = not tested or not shown; & = joins results of further samples; [ ] = another dose, or the depositor's remark. Cut-off read from the data, not from the text of the source, unless noted: active = inhibition above about 50%; inactive = the rest. Not all compounds are listed; count on the stated rates, not on these rows.

SMILES	NOD2 inhibition	M17LAP inhibition	M1AAP inhibition	Dynein cargo inh	Dynein cargo inh cytoplasmic EGFP	Dynein cargo inh nuclear GR-EGFP	Dynein cargo inh cell count	AID2073	NOD1 inhibition	GPR55 activation	KOR beta-arrestin-1	KOR beta-arrestin-2
CCS(=O)(=O)N1CCN(c2ccc(Cl)cc2[N+](=O)[O-])CC1	0%	4%	8%	1.5	-0.1	0.76	-1.9	24%	-9%	0.3%	7%	-1.3%
COc1cc(C(=O)NNC(=O)NC2CCCCC2)cc(OC)c1OC	6%	-1%	6%	-0.046	-0.2	-0.32	-0.023	0%	-7%	0.4%	8%	-3.9%
CCCCc1c(O)nc(SCCN(C)C)n(-c2ccccc2)c1=O	15%	-6%	4%	-0.34	-0.14	0.21	-0.78	-7%	43%	0.6%	-15%	3.4%
O=C1c2ccccc2S(=O)(=O)N1CC(O)COc1ccc(Cl)cc1 (stereo not drawn)	0%	14%	4%	-0.44	-0.16	0.2	0.65	-4%	-22%	-0.2%	7%	-2.6%
O=C(Cc1ccccc1)Nc1ccc(NC(=O)C2CC2)nc1	14%	11%	-1%	-0.5	-0.22	-0.013	0.35	-3%	-52%	-0.3%	2%	1.3%
COc1cc2c(cc1OC)CN(CC(=O)Nc1ccc(S(=O)(=O)N3CCCC3)cc1)CC2	19%	/	/	/	/	/	/	12%	8%	-0.1%	-10%	1.8%
CCCN1C2=NCCCN2c2ccccc21	11%	-4%	-4%	-0.022	-0.11	-0.62	0.7	1%	7%	0.3%	1%	-0.4%
C=CCNC(=S)NNC(=O)c1ccccc1OCC	10%	-2%	1%	0.32	-0.28	0.8	-0.6	13%	12%	-0.1%	-22%[20 µM]	-4.2%
CCOC(=O)c1sc(NC(=O)/C=C/c2ccc(F)cc2)nc1C	12%	9%	10%	-1	-0.38	-0.95	1.9	43%	-17%	0.2%	-20%[20 µM]	-1.6%
O=C(Nc1ccc(N2CCCCC2)cc1)c1cncc(Br)c1	-7%	7%	4%	-0.067	-0.21	-0.22	0.35	-20%	18%	-0.1%	18%	0.0%
CCOC(=O)c1c(-c2ccc(C)o2)csc1NC(=S)NC(=O)c1cccs1	10%	-2%	5%	-0.13	-0.27	-0.32	0.23	-66%	36%	-0.1%	-31%	8.9%
CSC1=NCCN1S(=O)(=O)c1ccc2ccccc2c1	-13%	-6%	7%	-0.72	-0.33	-0.29	0.74	-15%	-22%	1.0%	5%	3.2%
COC(=O)c1sccc1NC(=O)c1ccc(Br)o1	9%	2%	-1%	0.59	-0.21	-0.0096	0.1	-1%	16%	0.1%	0%	-6.6%
CC(C)(C)NC(=O)NCC1CCCC1NC(=O)NC(C)(C)C (stereo not drawn)	6%	10%	6%	-0.17	-0.66	0.11	-0.34	-5%	-10%	0.4%	4%	1.6%
Cc1nc2ccccc2n1CC(=O)NC1CCCCCC1	18%	4%	3%	-0.048	-0.25	0.016	-0.39	-2%	2%	0.4%	/	/
COC(=O)c1cc(-c2cccc([N+](=O)[O-])c2)c2c(=O)n(C)c(=O)n(C)c2n1	-19%	/	/	/	/	/	/	20%	-14%	0.3%	-21%	-1.5%
N#Cc1cc(-c2ccccc2)cnc1Cl	8%	2%	6%	/	/	/	/	20%	28%	0.0%	-55%	-1.2%
COc1cc(C2C(C#N)=C(N)OC3=C2C(=O)CCC3)cc2c1OCO2 (stereo not drawn)	4%	/	/	/	/	/	/	10%	1%	0.4%	17%	-5.1%
CC1CCCCC1NC(=O)CSc1ccsc1[N+](=O)[O-] (stereo not drawn)	20%	19%	14%	-0.19	-0.3	0.36	0.95	9%	-34%	-0.1%	-18%	-4.2%
Cc1cc(OCCn2ccnc2)ccc1C(C)C	18%	-6%	5%	-0.57	-0.26	-0.26	0.77	6%	39%	-0.2%	/	1.3%
CC(C)C(=O)Nc1nnc(SCC(=O)N2C(C)CCCC2C)s1 (stereo not drawn)	15%	/	/	/	/	/	/	-13%	-11%	-0.2%	-31%	3.3%
Cc1ccc(-n2c(SCC(N)=O)nnc2-c2ccc(S(=O)(=O)N3CCCCC3)cc2)c(C)c1	4%	4%	0%	-0.14	0.45	0.45	-0.57	1%	19%	0.0%	-26%	-1.6%
O=C(NCc1ccccc1)N1CCC(c2nc3ccccc3[nH]2)CC1	-20%	-4%	3%	0.52	-0.3	0.8	-0.96	6%	-8%	-0.2%	-34%	-2.6%
CC(NC(=O)CCCOc1ccc(Cl)cc1)c1ccccc1 (stereo not drawn)	-2%	3%	-2%	-0.42	-0.31	-0.6	0.3	-7%	-31%	0.2%	/	-1.5%
CCCN(c1ccc(OCC)cc1)c1ncnc2nc[nH]c12	24%	15%	-5%	0.95	-0.21	0.61	0.2	2%	49%	-0.2%	-2%	-6.1%

Nine entries from above, set out differently:
canonical_smiles,NOD2 inhibition,M17LAP inhibition,M1AAP inhibition,Dynein cargo inh,Dynein cargo inh cytoplasmic EGFP,Dynein cargo inh nuclear GR-EGFP,Dynein cargo inh cell count,AID2073,NOD1 inhibition,GPR55 activation,KOR beta-arrestin-1,KOR beta-arrestin-2
N#Cc1cc(-c2ccccc2)cnc1Cl,8%,2%,6%,/,/,/,/,20%,28%,0.0%,-55%,-1.2%
COc1cc(C2C(C#N)=C(N)OC3=C2C(=O)CCC3)cc2c1OCO2 (stereo not drawn),4%,/,/,/,/,/,/,10%,1%,0.4%,17%,-5.1%
CC1CCCCC1NC(=O)CSc1ccsc1[N+](=O)[O-] (stereo not drawn),20%,19%,14%,-0.19,-0.3,0.36,0.95,9%,-34%,-0.1%,-18%,-4.2%
Cc1cc(OCCn2ccnc2)ccc1C(C)C,18%,-6%,5%,-0.57,-0.26,-0.26,0.77,6%,39%,-0.2%,/,1.3%
CC(C)C(=O)Nc1nnc(SCC(=O)N2C(C)CCCC2C)s1 (stereo not drawn),15%,/,/,/,/,/,/,-13%,-11%,-0.2%,-31%,3.3%
Cc1ccc(-n2c(SCC(N)=O)nnc2-c2ccc(S(=O)(=O)N3CCCCC3)cc2)c(C)c1,4%,4%,0%,-0.14,0.45,0.45,-0.57,1%,19%,0.0%,-26%,-1.6%
O=C(NCc1ccccc1)N1CCC(c2nc3ccccc3[nH]2)CC1,-20%,-4%,3%,0.52,-0.3,0.8,-0.96,6%,-8%,-0.2%,-34%,-2.6%
CC(NC(=O)CCCOc1ccc(Cl)cc1)c1ccccc1 (stereo not drawn),-2%,3%,-2%,-0.42,-0.31,-0.6,0.3,-7%,-31%,0.2%,/,-1.5%
CCCN(c1ccc(OCC)cc1)c1ncnc2nc[nH]c12,24%,15%,-5%,0.95,-0.21,0.61,0.2,2%,49%,-0.2%,-2%,-6.1%

Carrying on.
SMILES	NOD2 inhibition	M17LAP inhibition	M1AAP inhibition	Dynein cargo inh	Dynein cargo inh cytoplasmic EGFP	Dynein cargo inh nuclear GR-EGFP	Dynein cargo inh cell count	AID2073	NOD1 inhibition	GPR55 activation	KOR beta-arrestin-1	KOR beta-arrestin-2
Cc1ccc2c(NC(=O)C3CC3)c(C)ccc2n1	-8%	10%	1%	-0.42	-0.22	-0.092	0.75	11%	-17%	-0.1%	9%	6.6%
COc1ccc(C(=O)NN2CCOCC2)cc1[N+](=O)[O-]	-1%	/	/	/	/	/	/	-4%	-51%	0.4%	-8%	4.2%
N#Cc1ccc(NC(=O)c2cccs2)nc1	-26%	/	/	/	/	/	/	6%	-15%	0.5%	13%	-5.8%
CCCOc1ccccc1C1NC(=O)NC(C)=C1C(=O)OCCOC(C)C (stereo not drawn)	-3%	6%	1%	0.83	-0.18	0.36	0.043	13%	-5%	-0.2%	-19%	-0.8%
CNC(=O)COC(=O)c1ccccc1Oc1ccccc1	4%	0%	-4%	1.4	-0.18	1.4	-0.21	-2%	-21%	0.2%	50%	5.4%
O=C(Nc1nc2ccccc2[nH]1)C1CCC1	-21%	-4%	0%	-0.057	-0.35	0.43	-0.24	14%	-52%	0.0%	1%	-3.5%
O=c1[nH]cnc2c1sc1nc3c(c(-c4ccc(Cl)cc4)c12)CCC3	48%	11%	0%	0.016	-0.17	0.28	1.5	?	78%*	-0.1%	7%	4.0%
CC(C)CC(=O)Nc1ccc2ccccc2c1	8%&-25%	3%&4%	1%&13%	0.099&-0.63	-0.26&-0.33	0.029&0.24	-0.37&0.09	-1%&0%	-8%&-48%	0.0%&-0.1%	19%&-15%	0.1%&-0.4%
COc1ccc(Cl)cc1NC(=O)CN1CCc2ccccc2C1	4%	/	/	/	/	/	/	-11%	-41%	-0.1%	-8%	-3.9%
Nn1c(SCC(=O)NC(=O)NC2CCCC2)nnc1-c1ccccc1F	10%	-1%	3%	-0.097	-0.2	-0.059	0.62	-4%	1%	0.2%	26%	-8.0%
COc1cccc(/C=N/n2c(C3CCCCC3)n[nH]c2=S)c1O	22%	/	/	/	/	/	/	-21%	3%	-0.2%	15%	5.4%
CCCC(=O)Nc1nnc(S(=O)(=O)N(CC(C)C)c2ccccc2)s1	10%	/	/	/	/	/	/	22%	-2%	-0.1%	-14%	-1.4%
S=C(NCc1ccccn1)Nc1ccc(Br)cc1Cl	-31%	1%	4%	-1	-0.21	-0.51	0.92	8%	-46%	0.0%	20%	-6.1%
c1ccc(N2CCN(c3nnc(Cc4cccnc4)c4ccccc34)CC2)nc1	11%	10%	0%	0.085	-0.39	0.079	0.14	0%	23%	-0.1%	15%	1.7%
